Assay outcomes as filed in PubChem BioAssay.
uPA surface inh – blocks generation of uPA at the cell surface. 330,000 tested, 0.31% active. cell surface uPA generation assay, qHTS. Potency, µM (doses to about 38.3 µM), inactives show at the top dose activity change, negative = inhibition, hits mostly inhibitors; active means well fitted inhibition curve with a large enough effect; inconclusive means small, poorly fitted or top-dose-only effect; inactive means no such curve, though single readings can be large or run the other way; tested in mouse RAW 264.7 cells; further: potency means the concentration at half of the fitted maximal effect; on the % scale 0 is the no-effect control and ±100 the full control effect; nearly all actives have a fitted effect of over 55% in size
ELG1 genotoxic – inducers of genotoxicity in HEK293T ELG1-luciferase cells. Potency, µM (doses to about 46 µM), inactives show top-dose activity change, positive = activation, hits mostly activators. AID 504466. HEK293T ELG1-luciferase reporter, luminescence, 16 h. 330,000 tested, 1.3% active; further: potency means the concentration at half of the fitted maximal effect; % of control where 0% means no effect; nearly all actives have a fitted effect of over 60% in size
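DMSO vehicle served as control against compound-treated ELG1-luciferase HEK293T cells; exposure lasted 16 hr at 37 °C and 5% CO2, followed by ONE-Glo luminescence detection after 30 min.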
RORg inh – inhibitors of mouse ROR gamma transcriptional activity; P51450; Drosophila S2 Gal4-RORgamma UAS-luciferase reporter, 20 h; Potency, µM (titrated, usually from 53.6 µM), inactives show at the top dose activity change, negative = inhibition, usual class: inhibitors; 310,000 tested, 5.4% active; AID 2551; further: potency means the concentration at half of the fitted maximal effect; on the % scale 0 is the no-effect control and ±100 the full control effect; nearly all actives have a fitted effect of over 60% in size
Target sequence (P51450 whole entry, looked up, the tested form may be a part): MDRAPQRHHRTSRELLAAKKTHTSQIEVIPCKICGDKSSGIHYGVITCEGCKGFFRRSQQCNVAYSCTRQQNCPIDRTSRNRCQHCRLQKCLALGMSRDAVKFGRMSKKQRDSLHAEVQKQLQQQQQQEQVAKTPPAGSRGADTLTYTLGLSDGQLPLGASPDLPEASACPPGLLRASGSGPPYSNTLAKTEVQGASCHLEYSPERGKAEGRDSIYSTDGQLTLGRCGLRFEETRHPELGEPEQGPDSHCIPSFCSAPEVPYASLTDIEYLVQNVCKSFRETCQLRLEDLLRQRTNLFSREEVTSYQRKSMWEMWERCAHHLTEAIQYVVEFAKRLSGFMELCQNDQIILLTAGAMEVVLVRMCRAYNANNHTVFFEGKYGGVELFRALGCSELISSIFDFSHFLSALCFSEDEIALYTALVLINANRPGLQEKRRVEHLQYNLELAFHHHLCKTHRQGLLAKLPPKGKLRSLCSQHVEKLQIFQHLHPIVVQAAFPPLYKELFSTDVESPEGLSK
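Stably transfected Drosophila Schneider cells are the test system, with ROR gamma fused to Gal4 and luciferase under UAS control; luminescence is read after 20 hr of 700 uM copper sulfate induction at ambient temperature.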
KCNH2 3.1 inh – inhibitors of human KCNH2 3.1 potassium channel isoform; 340,000 tested, 0.95% active; activity change, % (tested at about 1.8 µM); AID 720553; U2OS KCNH2 3.1, thallium flux FluxOr; active compounds read low;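 active means maximum activity change below -70%; inconclusive means maximum activity change from -70% to -50%; inactive means maximum activity change above -50%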;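 further: thallium influx rate constant from kinetic fluorescence after stimulation buffer; on the % scale 0 is the no-effect control and ±100 the full control effect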
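We transduce U2OS cells with the mutant 3.1 virus, culture them overnight, load FluxOr with Red40 quencher for 45 min, then add stimulation buffer and read kinetically for 2 min to derive a normalized rate constant.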
Giardia killer – kills Giardia lamblia; 340,000 tested, 0.15% active; AID 540267; activity change, % at 7.66 µM, hits read low; Giardia lamblia trophozoite viability; in the data active means activity change below about -80%; inconclusive means between about -30% and that limit;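 further: parasites exposed to compound for two days anaerobically before the ATP read; on the % scale 0 is the no-effect control and ±100 the full control effect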
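Luminescence from cellular ATP indicates surviving trophozoites (100 cells/well) following 48 hrs anaerobic compound treatment at 37 deg C; signal develops 15-30 min at room temperature.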
VP16 counter – inhibits Gal4-VP16 luciferase reporter, ROR gamma counter-screen; AID 2546; Potency, µM (top dose mostly 53.6 µM), inactives show at the highest dose activity, negative = inhibition, actives largely listed as inhibitors; Drosophila S2 Gal4-VP16 UAS-luciferase, luminescence, 20 h; 310,000 tested, 3.5% active;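 further: Gal4-VP16 expression switched on by copper sulfate through the metallothionein promoter; potency means the concentration at half of the fitted maximal effect; on the % scale 0 is the no-effect control and ±100 the full control effect; nearly all actives have a fitted effect of over 50% in size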
Tb PFK inh – blocks T. brucei phosphofructokinase; T. brucei PFK, ADP-Glo luminescence; Potency, µM (top dose mostly 57.5 µM), for the others: at the top dose activity, negative = inhibition, actives largely listed as inhibitors; 330,000 tested, 0.17% active; O15648;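 further: potency means the concentration at half of the fitted maximal effect; 0% = uninhibited 1x PFK enzyme wells and -100% = no-enzyme wells; nearly all actives have a fitted effect of over 60% in size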
Target sequence (O15648 whole entry, looked up): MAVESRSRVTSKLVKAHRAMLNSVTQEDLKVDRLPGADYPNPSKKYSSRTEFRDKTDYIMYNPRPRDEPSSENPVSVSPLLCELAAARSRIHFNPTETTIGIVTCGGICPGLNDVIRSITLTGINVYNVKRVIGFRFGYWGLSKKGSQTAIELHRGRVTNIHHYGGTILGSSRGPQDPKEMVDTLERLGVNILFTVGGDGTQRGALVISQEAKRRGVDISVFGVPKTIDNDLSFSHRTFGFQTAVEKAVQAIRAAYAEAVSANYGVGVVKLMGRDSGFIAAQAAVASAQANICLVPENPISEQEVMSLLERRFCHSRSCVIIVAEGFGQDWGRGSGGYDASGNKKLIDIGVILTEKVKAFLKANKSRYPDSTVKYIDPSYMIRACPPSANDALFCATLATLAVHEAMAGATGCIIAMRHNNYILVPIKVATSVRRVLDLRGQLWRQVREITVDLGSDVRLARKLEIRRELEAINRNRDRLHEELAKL
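In TEA buffer at pH 8.0 with 5 mM MgCl2, enzyme (1.25 nM) converted F6P (0.5 mM) and ATP (0.1 mM) for 45 min at room temperature. ADP product was read by luciferase luminescence.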
Rab9 promoter act – activators of Rab9 promoter. Huh7 Rab9 promoter-luciferase reporter, luminescence, 24 h. Potency, µM (top dose mostly 9.22 µM), without a hit: at the top dose activation, negative = inhibition, usual class: activators. 320,000 tested, 2.8% active. AID 485297; further: potency means the concentration at half of the fitted maximal effect; % of control where 0% means no effect; nearly all actives have a fitted effect of over 60% in size
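Quantitative HTS format; Huh7 Rab9-luciferase reporter cells (1500/well) receive compound 2 h post-plating, incubate 24 h at 37 °C, then get luciferase reagent for 10 min before luminescence reading.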
NPC1 prom act – activators of NPC1 promoter. Huh7 NPC1 promoter luciferase reporter, 24 h. Potency, µM (top dose mostly 9.22 µM), without a hit: top-dose activation, most hits filed as activators. 320,000 tested, 2.4% active;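 further: potency means the concentration at half of the fitted maximal effect; % of control where 0% means no effect; nearly all actives have a fitted effect of over 60% in size; reporter is driven by a mutant NPC1 promoter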
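Cells: Huh7 expressing luciferase under the NPC1 promoter, 1500/well. Seeded 2 h, compound added, incubated 24 h at 37 °C. Luciferase reagent, 10 min ambient, then luminescence.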
FLuc counter – inhibits or activates purified firefly luciferase, miR-21 counter-screen | Potency, µM (series often up to 57.5 µM), without a hit: at the top dose activity change, negative = inhibition, usual class: inhibitors | purified FLuc, Km substrates, luminescence inhibition | 360,000 tested, 6.9% active | P08659;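 further: potency means the concentration at half of the fitted maximal effect; plate controls were vehicle for no effect and reference inhibitor for full effect; nearly all actives have a fitted effect of over 55% in size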
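Purified P. pyralis luciferase (10nM final) with 10uM D-luciferin and 10uM ATP (Km levels) in 50mM Tris acetate pH 7.5, 10mM Mg acetate, 0.01% Tween-20, 0.05% BSA; qHTS 6-point titration, ~60 µM downward; luminescence read.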
FBPA coupling cs – inhibits coupling enzyme system, counter-screen for aldolase hits | coupling enzyme system counterscreen, AmpLite Red fluorescence | activity change, negative = inhibition, % at 58.2 µM, hits read low | 290,000 tested, 0.67% active | AID 2472; in the data active means activity change below about -30%; further: on the % scale 0 is the no-effect control and ±100 the full control effect
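Counterscreen lacking aldolase: glyceraldehyde-3-phosphate coupling-enzyme reagent preincubated 10 min at RT with compound (at 57.5 uM final), then substrate/coupling system with AmpLite Red added; fluorescence read at 525/598 nm after 20 min RT.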
Starred values were filed as active, the others as inactive; ? = inconclusive; / = no result given; [ ] = remark or other dose. Unless noted, the call rests on the fitted dose curve; in most records, active means well fitted curve in the direction sought with a large enough effect; inconclusive means small, poorly fitted or top-dose-only effect, or another doubt; inactive means no such curve, though single readings can be large; an effect the other way counts as inactive or inconclusive.

SMILES	VP16 counter	uPA surface inh	FLuc counter	FBPA coupling cs	Tb PFK inh	KCNH2 3.1 inh	NPC1 prom act	Giardia killer	ELG1 genotoxic	RORg inh	Rab9 promoter act
CN(Cc1ccc(O)cc1)C1CCCCC1	-4%	/	0%	1	1%	-8	-2%	2	2%	7%	-5%
Cc1ccc(Nc2nc(N)nc(CN3CCN(c4ccccc4)CC3)n2)cc1Cl	-2%	-10%	0%	-1	24%	-75*	-3%	-7	-16%	?	-12%
O=C(Cn1nc(C(=O)O)c2ccccc2c1=O)Nc1cc(S(=O)(=O)N2CCOCC2)ccc1Cl	/	-1%	/	/	3%	-28	/	10	2%	/	/
CCC(C)[C@H](NC(=O)[C@@H]1Cc2ccccc2CN1C(=O)OC(C)(C)C)C(=O)NCC1CCC(C(=O)O)CC1 (stereo not given in full)	-1%	2%	2%	-3	1%	-3	-3%	-29	0%	10%	2%
Cc1ccc(OCc2ccc(C(=O)Nc3ccc(S(N)(=O)=O)cc3)o2)cc1	-1%	-1%	-16%	1	-1%	-14	3%	-6	15%	11%	18%
COc1cc(C(=O)N[C@@H](C)C(=O)NCc2ccco2)cc(OC)c1OC	-12%	3%	1%	4	1%	7	-2%	9	0%	0%	-4%
O=C(c1ccco1)C(O)c1ccco1 (stereo not given)	2%	5%	4%	-1	2%	-11	1%	20	-1%	-23%	-5%
C/C(CC(=O)Nc1cccc(F)c1)=N\NC(=O)c1ccncc1	-4%	-3%	1%	-4	-11%	6	8%	-5	-1%	-24%	-6%
CC(C)(C)OC(=O)N1CCC[C@H]1C(=O)OCC(=O)Nc1cc(S(C)(=O)=O)ccc1Cl	/	-10%	0%	/	-1%	11	-4%	-13	2%	/	-5%
Cc1ccccc1Nc1nc(N)nc(COC(=O)CCS(=O)(=O)c2ccccc2)n1	4%	-2%	0%	1	4%	-2	-3%	1	5%	?	2%
CCSc1nc2c(c(=O)[nH]c(=O)n2C)n1CC(O)COc1ccccc1 (stereo not given)	2%	16%	-3%	-5	3%	8	-1%	2	-6%	4%	-2%
Cc1ccc(-c2noc(C3CCN(S(=O)(=O)c4ccc5c(c4)OCCO5)CC3)n2)o1	?	/	3%	0	0%	-24	-4%	4	-8%	16%[10 µM]	-2%
Cn1cnnc1SCC(=O)OCN1C(=O)c2ccccc2C1=O	0%	-5%	5%	3	-3%	4	2%	-2	0%	-12%	-5%
CCCc1cc(=O)[nH]c(SCC(=O)Nc2cc(S(=O)(=O)N3CCCCC3)ccc2C)n1	/	?	4%	/	1%	-12	-1%	1	-8%	/	5%
O=C(NC(=S)NNC(=O)c1cccs1)c1ccccc1	16µM*	-19%	-16%	/	1%	4	0%	-20	?	5.6µM*	-5%
COC(=O)C1=C(N)Oc2cc(N(C)C)ccc2C1c1ccccc1OC (stereo not given)	-1%	-7%	1%	-9	1%	-14	-31%[inhibitor]	-2	-7%	-25%	-17%
COCC(=O)Nc1ccc2c(c1)OCC(=O)N2Cc1ccc(C)cc1	-12%	?	-4%	2	?	-2	15%	-3	12%	19%	13%
COc1ccc(C=C(c2ccc(OC)cc2)c2ccc(OC)cc2)cc1	2%	10%	3%	1	-1%	-3	-2%	-6	0%	0%	-3%
CC(O/N=C\c1ccccc1O)C(=O)Nc1ccccc1C(=O)N1CCOCC1 (stereo not given)	-20%	4%	3%	7	0%	1	-8%	-16	0%	8%	7%
CC1CCCC(NC(=O)CNCc2ccccc2F)C1C (stereo not given)	6%	2%	-2%	3	-3%	1	-4%	-3	-2%	5%	-3%
CCn1cc(/C=N/NC(=O)c2ccc(C#N)cc2F)c2ccccc21	10µM*	-1%	?	-32*	0%	-2	0%	12	0%	-140%	0%
CC(=O)c1cccc(NC(=O)Cn2cnc(S(=O)(=O)N3CCCC3)c2)c1	-12%	7%	4%	2	1%	-9	-1%	7	0%	-11%	3%
O=C(N/N=C/c1ccc(Cl)c([N+](=O)[O-])c1)c1ccc2nc[nH]c2c1	-9%	2%	?	-2	-1%	6	-4%	2	-1%	14%	-6%
O=C(O)c1nn2c(c1Br)NC(c1ccccc1)CC2C(F)(F)F (stereo not given)	-1%	-5%	1%	17	0%	4	1%	2	2%	-2%	-2%
COC(=O)c1cc2n(n1)CCN(Cc1ccccc1F)C2=O	-1%	-4%	-1%	2	0%	-1	1%	-5	3%	?	-10%
CC(C)NS(=O)(=O)c1ccc(OCC(=O)N2CCCC2)c(Cl)c1	1%	/	0%	-4	0%	-5	-1%	-2	0%	6%	-1%
CC(Sc1nc2c(cc1C#N)CCCCC2)C(=O)O (stereo not given)	-5%	-1%	-5%	12	1%	3	1%	-4	0%	-1%	0%
O=C(NC1CC1)c1cccc(Nc2ccc(-c3ccc4c(c3)OCCO4)nn2)c1	?	/	0.6µM*	3	4%	-2	?	-15	?	-45%	2µM*
CN(CC(=O)Nc1ccc(Cl)c(C(F)(F)F)c1)C(=O)CCNC(=O)c1ccco1	/	3%	8%	/	-12%	-12	1%	-1	-2%	/	-2%
CN(c1ccccc1)C(c1ccc(F)cc1)c1nnnn1C1CCCC1 (stereo not given)	6%	-5%	-1%	-3	-2%	-3	-8%	5	-7%	-9%	-7%
COc1ccccc1C(=O)Nc1ccc2nc3n(c(=O)c2c1)CCCC3	-6%	0%	?	6	1%	1	1%	13	-2%	-15%	1%[1.84 µM]
COc1cc2c(cc1NCc1ccccn1)oc1ccccc12	-14%	-4%	?	-23	-1%	22	25%	-3	3%	-36%	?
CCc1cccc(C)c1NC(=O)CSc1nc(C)c(C)o1	0%	-8%	1%	/	-3%	-17	2%	-9	-3%	-16%	5%
Cc1ccc(S(=O)(=O)N(C)c2ccc(OC(=O)CN3C(=O)NC4(CCCC4)C3=O)cc2)cc1C	/	3%	6%	/	-1%	-3	6%	-4	-7%	/	-4%
Cc1cc(=O)n2c3ccccc3n(CC(O)CN3CCCC3)c2c1C#N (stereo not given)	-9%	?	-6%	-1	-2%	3	0%	8	13%	-28%	0%
CCCc1nnc(SCC(=O)N2C(C)CCCC2C)n1CC1CCCO1 (stereo not given)	4%	-5%	-2%	0	/	17	/	2	/	-15%	/
CCC(Cc1ccccc1)NS(=O)(=O)c1ccc2c(c1)NC(=O)CS2 (stereo not given)	2%	5%	0%	/	-3%	3	1%	15	-6%	17%	-1%
COc1ccccc1C(c1nnnn1C(C)(C)C)N1CCCCCC1 (stereo not given)	11%	-6%	4%	-1	1%	-8	7%	5	-2%	4%	1%
CC(C)(C)C1CCc2c(C(=O)NNC(=O)CCC(=O)O)csc2C1 (stereo not given)	1%	4%	27µM*	4	0%	-23	-2%	-7	1%	-27%	1%
CCCCC(=O)Nc1nnc(SCC(=O)NC2CC2)s1	-4%	2%	4%	2	0%	30	-5%	7	-21%	-21%	5%
CCN(CC)C(=O)CCc1nc2sc3c(c2c(=O)[nH]1)CCCC3	6%	/	0%	1	5%	-12	-2%	1	-7%	-17%	-3%
O=C(NCCS(=O)(=O)N1CCN(Cc2ccccc2)CC1)c1ccc(F)cc1	/	-1%	0%	/	-15%	29	0%	-3	0%	/	-1%
Cc1cc(C)n2nc(C(=O)NC(c3ccccc3)c3ccccc3)nc2n1	-1%	6%	-1%	1	-3%	1	-1%	-3	0%	13%	2%
CC1CCN(Cc2csc(N)n2)CC1	9%	11%	0%	2	0%	5	-2%	18	1%	1%	-1%
Cc1ccc(N(C(=O)c2snc(C(N)=O)c2N)C(C(=O)NC2CCCC2)c2ccc(C)o2)cc1 (stereo not given)	-4%	-2%	3%	0	3%	-16	-7%	-6	-31%[inhibitor]	12%	-3%
CN(CCOc1ccc(Br)cc1)CC(O)COc1ccc(C#N)cc1 (stereo not given)	0%	-12%	1%	1	2%	-120*	-1%	-26	0%	53%	-2%
O=C(COC(=O)c1ccc(Cl)c([N+](=O)[O-])c1)NC1CCCC1	-4%	1%	-4%	1	9%	18	-3%	4	-1%	14%	-1%[1.84 µM]
